Screens (PubChem BioAssay)
TNF necrop inh: TNF-alpha cell death inhibition in Jurkat FADD-/- cells; Jurkat FADD-/- TNF necroptosis rescue, ATP luminescence, 24 h; 0 = TNF only, 100 = no-TNF cells; activation (protection from cell death), % at 10 µM; 220,000 compounds, 0.068% hits; AID 463075;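 active = activation, meaning protection from cell death, of at least 50% relative to plate controls; inactive = activation below 50%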;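 also: necroptosis triggered by 40 ng/mL TNF-alpha added together with compound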
thrombin 1536: thrombin (human) inhibition; AID 1046; alpha-thrombin, Boc-VPR-AMC fluorogenic substrate cleavage; inhibition, % at 5 µM; P00734; 220,000 compounds, 0.26% hits;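 active = inhibition at or above 40%; inactive = inhibition below 40%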;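 also: 0% = enzyme with no compound and 100% = wells without enzyme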
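Material: human alpha-thrombin enzyme / Medium: pH 7.5 Tris (50 mM) with NaCl 150 mM, Tween 20 0.05% / Compound: single-point dosing at 5 µM, 0.2% DMSO / Incubation: enzyme reaction carried out at room temperature / Detection: AMC fluorescence, 355/460 nm / Read-out basis: percent inhibition scaled between no-compound controls and no-enzyme blanks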
Rad51 HR inh: Rad51 (human) homologous recombination inhibition | hRad51 DNA strand exchange, fluorescence dequenching | inhibition, % at 10 µM | 200,000 compounds, 0.085% hits;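 active = inhibition above 40% at the single screening dose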;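 also: 0% = DMSO control wells and 100% = blanks with heterologous ssDNA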
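material = hRad51 filaments on single-stranded DNA | timing = filaments 15 min 37 °C, then compound 30 min | signal = FRET fluorescence dequenching, excitation 485 nm, emission 520 nm | benchmarks = control wells and blank wells on each plate | evaluation = percent inhibition relative to plate controls and blanks | compound = 10 µM final, single point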
Hck Nef HTS: blocks Nef-activated human Hck kinase | P08631 | Recombinant Hck-YEEI plus Nef, Z-Lyte FRET kinase assay | inhibition, % at 20 µM | 220,000 compounds, 0.68% hits | AID 463187;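 active = Hck-Nef kinase inhibition above about 50%, limit read from the data; inactive = inhibition below that limit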;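 also: 0% = DMSO with Hck plus Nef and 100% = Hck alone without Nef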
KLK5 inh: kallikrein 5 (human) inhibition; Q9Y337; recombinant hK5, fluorogenic AMC substrate cleavage; inhibition, % at 5 µM; 210,000 compounds, 0.59% hits;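 active = inhibition of 40% or more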;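 also: 0% = enzyme controls without compound and 100% = no-enzyme blanks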
Target sequence (Q9Y337 67-293 limits assumed): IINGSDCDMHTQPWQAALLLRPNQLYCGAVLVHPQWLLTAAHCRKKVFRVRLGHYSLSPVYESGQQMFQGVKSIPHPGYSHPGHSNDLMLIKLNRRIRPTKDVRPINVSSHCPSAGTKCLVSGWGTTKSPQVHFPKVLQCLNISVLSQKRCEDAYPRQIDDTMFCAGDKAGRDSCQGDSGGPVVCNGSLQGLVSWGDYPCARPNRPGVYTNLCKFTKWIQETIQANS
FXIa inh: inhibitors of human coagulation factor XIa; inhibition, % at 5 µM; P03951; purified FXIa, Boc-Glu-Ala-Arg-AMC fluorogenic substrate; 220,000 compounds, 0.14% hits;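 active = inhibition of at least 40%; inactive = inhibition below 40%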;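 also: fluorescence of freed AMC excited at 355 nm; 0% = enzyme without compound and 100% = no enzyme blank; many of its hits are not listed in these tables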
Target sequence (P03951 19-387 limits assumed): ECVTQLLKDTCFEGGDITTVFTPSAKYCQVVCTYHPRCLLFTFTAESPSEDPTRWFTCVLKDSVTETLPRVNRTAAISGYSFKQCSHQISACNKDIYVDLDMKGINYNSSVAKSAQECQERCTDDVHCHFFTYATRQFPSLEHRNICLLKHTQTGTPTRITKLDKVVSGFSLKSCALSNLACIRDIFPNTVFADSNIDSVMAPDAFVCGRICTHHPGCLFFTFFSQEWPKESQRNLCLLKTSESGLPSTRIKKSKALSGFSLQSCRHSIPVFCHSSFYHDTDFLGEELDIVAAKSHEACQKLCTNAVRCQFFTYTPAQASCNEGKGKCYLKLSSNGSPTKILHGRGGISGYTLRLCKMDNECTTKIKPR
Target sequence (P03951 388-625 limits assumed): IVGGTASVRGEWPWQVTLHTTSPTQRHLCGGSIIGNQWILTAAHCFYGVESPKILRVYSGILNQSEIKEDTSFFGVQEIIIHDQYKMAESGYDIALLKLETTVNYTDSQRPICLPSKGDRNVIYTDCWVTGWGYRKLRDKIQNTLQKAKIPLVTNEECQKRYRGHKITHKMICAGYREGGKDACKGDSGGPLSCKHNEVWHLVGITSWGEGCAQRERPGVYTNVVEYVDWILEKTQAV
KCC2 mod: KCC2 (human) Cl- transport modulation. B-score of Tl+ flux slope (higher = more flux/activation; lower = inhibition) at 10 µM. KCC2 cells, thallium flux FluoZin-2 fluorescence. Q9H2X9. 190,000 compounds, 2.2% hits. AID 1456;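 active = thallium flux slope and its plate-corrected score both differing from the plate sample mean at a set confidence after two filtering rounds, in either direction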;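 also: slope of fluorescence scaled to starting intensity during 10 to 20 s after thallium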
zVAD death inh: L929 zVAD cell death inhibition; viability rescue, % at 10 µM; 220,000 compounds, 0.38% hits; L929 zVAD necroptosis rescue, ATP luminescence, 24 h; with zVAD 60 µM;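 active = activation, scaled between plate controls, above about 75%, limit read from the data; inactive = activation under that limit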;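 also: 0% = zVAD with DMSO and 100% = DMSO alone without zVAD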
FXIIa inh: blocks human coagulation factor XIIa protease activity; P00748; purified FXIIa, Boc-QGR-AMC fluorogenic substrate, 2 h; inhibition, % at 5 µM; 220,000 compounds, 0.3% hits; in the data active = inhibition above about 40%;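 also: 0% = enzyme with no compound and 100% = blank without enzyme; many of its hits are not listed in these tables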
* marks the source's active call; other numbers are inactive results; nt = no result given. Not all compounds are listed; rates above refer to the full screens.

entry	SMILES	TNF necrop inh	thrombin 1536	Rad51 HR inh	Hck Nef HTS	KLK5 inh	FXIa inh	KCC2 mod	zVAD death inh	FXIIa inh
1	COc1cc(/C=C/C(=O)O)ccc1OCc1cnc(Cl)s1	-0.6	-2	5	22	22	-2	nt	1.6	5
2	CCOC(=O)C1CCCN(c2ncnc3c2cnn3-c2ccc(OC)cc2)C1 (stereo unspecified)	1.0	0	-4	0	3	2	nt	-0.2	13
3	CCn1cc(-c2ccnc3cc(C(=O)O)nn23)c(C)n1	-0.4	-11	-3	0	2	-4	0.28	2.7	7
4	CN(C)S(=O)(=O)c1ccc(C(=O)NCC(=O)N/N=C/c2ccccc2)cc1	1.7	1	-7	49	3	1	0.37	39	9
5	CC(C)Cc1cc(C(=O)Nc2ccc3c(c2)OCO3)no1	2.8	2	4	-5	-4	6	-0.86	-0.6	8
6	CCn1c(SCC(=O)NCc2ccco2)nnc1-c1cccs1	-1.3	10	-6	4	-7	-18	-2.4	-0.7	-7
7	O=C(c1ccc(F)cc1)N1CCN(c2ccc([N+](=O)[O-])cc2-n2cccc2)CC1	-0.6	3	13	-3	4	5	-3.7*	0.3	12
8	CC(C)OCCCNc1ncc2c(n1)CC(c1cccs1)CC2=O (stereo unspecified)	-0.2	1	nt	5	13	1	-0.18	-1.2	13
9	O=C(NCCc1ccccc1F)/C(=C/c1cccnc1)NC(=O)c1ccccc1	1.1	-2	nt	2	-2	3	-2.9	0.4	8
10	COc1cc([N+](=O)[O-])ccc1NC(=O)c1cccc(NC(=O)C(C)C)c1	1.7	-7	2	22	-7	0	0.024	4.6	1
11	CCc1ccc2oc(-c3cc(N)ccc3Cl)nc2c1	-0.9	1	6	-2	-34	-2	-0.25	11	6
12	CCC(C)(C)c1nnc(NC(=O)c2cccc([N+](=O)[O-])c2)s1	0.8	13	nt	-1	2	19	-0.088	-0.4	23
13	O=C(C(=O)N1CCOCC1)c1cn(CCOc2ccccc2)c2ccccc12	0.4	-1	-6	-6	-16	-4	-0.54	1.4	-4
14	CCC(=O)Nc1nnc(SCC(=O)c2ccc3c(c2)Cc2ccccc2-3)s1	-1.3	4	6	1	1	1	nt	-0.3	12
15	O=C(O)CSc1nnc(-c2ccccc2)c(-c2ccccc2)n1	3.1	-4	14	14	-3	-5	-0.43	0.6	7
16	c1csc(-c2nc3ccccc3[nH]2)c1	-0.8	13	-3	3	4	7	-0.66	0.2	43*
17	Cc1cc(Br)cc(C)c1NC(=O)c1ccc(C#N)cc1F	-0.1	3	0	-6	6	3	0.31	0.3	10
18	Cc1ccccc1Oc1nc2ccccn2c(=O)c1/C=C(\C#N)C(=O)Nc1c(C)n(C)n(-c2ccccc2)c1=O	-5.2	-3	-1	4	-5	5	-0.88	3.3	4
19	Cc1ccc(Oc2c(C(N)=O)cc([N+](=O)[O-])cc2[N+](=O)[O-])cc1	-1.7	-10	8	6	-12	7	1.1	0.5	6
20	COc1ccc(C(=O)CSc2nnc(CCc3ccccc3)n2-c2ccccc2)cc1	-2.4	6	3	1	-6	5	-1.4	-0.2	18

Retrieved one by one from the list above:
entry	SMILES	TNF necrop inh	thrombin 1536	Rad51 HR inh	Hck Nef HTS	KLK5 inh	FXIa inh	KCC2 mod	zVAD death inh	FXIIa inh
4	CN(C)S(=O)(=O)c1ccc(C(=O)NCC(=O)N/N=C/c2ccccc2)cc1	1.7	1	-7	49	3	1	0.37	39	9
15	O=C(O)CSc1nnc(-c2ccccc2)c(-c2ccccc2)n1	3.1	-4	14	14	-3	-5	-0.43	0.6	7
1	COc1cc(/C=C/C(=O)O)ccc1OCc1cnc(Cl)s1	-0.6	-2	5	22	22	-2	nt	1.6	5

Grouped by structure: those above containing a nitro group on carbon (4)
entry	SMILES	TNF necrop inh	thrombin 1536	Rad51 HR inh	Hck Nef HTS	KLK5 inh	FXIa inh	KCC2 mod	zVAD death inh	FXIIa inh
7	O=C(c1ccc(F)cc1)N1CCN(c2ccc([N+](=O)[O-])cc2-n2cccc2)CC1	-0.6	3	13	-3	4	5	-3.7*	0.3	12
10	COc1cc([N+](=O)[O-])ccc1NC(=O)c1cccc(NC(=O)C(C)C)c1	1.7	-7	2	22	-7	0	0.024	4.6	1
12	CCC(C)(C)c1nnc(NC(=O)c2cccc([N+](=O)[O-])c2)s1	0.8	13	nt	-1	2	19	-0.088	-0.4	23
19	Cc1ccc(Oc2c(C(N)=O)cc([N+](=O)[O-])cc2[N+](=O)[O-])cc1	-1.7	-10	8	6	-12	7	1.1	0.5	6

Next entries follow.
entry	SMILES	TNF necrop inh	thrombin 1536	Rad51 HR inh	Hck Nef HTS	KLK5 inh	FXIa inh	KCC2 mod	zVAD death inh	FXIIa inh
21	Cc1cccc2sc(N(CCCN(C)C)C(=O)c3ccco3)nc12	0.3	-5	-43	13	-4	-5	0.17	0.3	6
22	CC(=O)Nc1ccc(NC(=O)c2ccc(-n3c(C)ccc3C)cc2)cc1	3.2	2	15	13	-10	4	-0.079	nt	14
23	Cc1cc(C)c(S(=O)(=O)c2ccccc2C)c(Cl)n1	-4.9	-5	9	3	2	-11	1.3	-0.3	-9
24	O=C(Nc1ccc(Cl)cc1-c1nc2ccccc2s1)c1ccco1	0.5	5	0	5	-3	5	1.6	0.1	16
25	CCOc1c2ccc(C(=O)NCc3ccc(C(F)(F)F)cc3C(F)(F)F)cc2nn1C	-0.1	3	5	1	-48	9	0.13	1.5	14
26	CSc1cccc(NC(=S)NN(C)C)c1	-0.4	-3	14	7	-2	1	0.34	0.3	9
27	COc1cc(C(c2c(C)[nH][nH]c2=O)c2c(C)[nH][nH]c2=O)ccc1OC(C)C	-2.5	-3	0	1	-10	10	0.97	0.1	6
28	O=S(=O)(NCC1CCCO1)c1ccc(S(=O)(=O)N(Cc2ccccc2F)C2CCCCC2)cc1 (stereo unspecified)	2.8	nt	6	-1	nt	nt	0.57	-0.9	nt
29	Cc1ccc(-n2ncc(C(=O)Nc3cc(Cl)cc(Cl)c3)c2C2CCNCC2)cc1C	-16	-6	-13	-3	0	4	-1.2	-3.0	14
30	COc1ccc(/C=C/C(=O)Oc2ccc(/C=N/NC(=O)COc3c(C)cccc3C)cc2)cc1	-2.6	-6	4	5	-21	-3	nt	2.2	7
31	O=c1c2c3c(sc2nc(NCCO)n1Cc1ccco1)CCCCC3	3.2	-5	-4	0	-7	7	-0.5	4.5	4
32	Cc1[nH]c2ccccc2c1C(=O)CSc1nncn1C	0.0	2	-4	-7	-11	6	0.028	0.0	9
33	COc1ccc(CN(C)C(=S)Nc2ccc(Cl)cc2Cl)cc1	-0.9	-1	-2	2	-15	7	0.58	1.2	3
34	Cc1cc(C)c(C)c(S(=O)(=O)Nc2ccc(C(N)=O)cc2)c1C	0.5	-4	5	23	1	-1	0.57	2.8	9
35	CN(C)c1ccc(NC(=O)CSc2nc(N)c(C(=O)Nc3ccc(N(C)C)cc3)s2)cc1	-3.1	9	9	0	3	24	-0.52	2.6	18
36	CN1CCN(CCCCOc2ccc(F)cc2)CC1	1.7	2	5	1	-6	4	0.12	2.2	11
37	Cn1c(SCc2cccc(Br)c2)nnc1-c1ccccn1	0.4	-8	nt	11	-1	1	-1.3	-0.1	3
38	Cn1c(=O)c2c(ncn2C)n(C)c1=O	-0.9	2	2	25	2	3	-1.6	-0.4	8
39	COc1ccc(CNC(=O)CSc2nc3nc(C)cc(C)n3n2)cc1	1.7	-10	nt	2	-11	-1	0.71	0.2	19
40	COc1ccc(OC)c(NS(=O)(=O)c2ccc(SC)cc2)c1	-6.3	0	-6	1	-24	1	nt	0.5	6
41	O=C(NCCOC(=O)c1ccncc1)c1ccccc1	-2.0	-8	-12	1	-2	0	-0.028	0.6	1
42	CCn1c(SCc2ccc([N+](=O)[O-])cc2)nnc1C(C)NC(=O)c1ccccc1Br (stereo unspecified)	-1.6	3	1	0	-3	1	nt	-0.5	17
43	COc1cccc(NS(=O)(=O)c2nc3nc(C)cc(C)n3n2)c1	1.3	-3	-4	0	-24	3	nt	0.8	8
44	Cc1cc(C)n2nc(SCC3COc4ccccc4O3)nc2n1 (stereo unspecified)	14	-13	7	2	-7	-3	-0.16	-0.2	12
45	Cc1ccccc1-n1c(SC(C)C(=O)N2CCN(C)CC2)nc2ccccc2c1=O (stereo unspecified)	-2.8	12	nt	1	29	-1	0.029	-0.5	-6
46	CCOc1ccc(NC(=O)C(=O)NCC2CCCN2CC)cc1 (stereo unspecified)	-1.2	4	3	-1	-13	2	nt	-0.5	0
47	COc1cccc(NC2=NCC(=O)N2Cc2cccs2)c1	0.6	-5	nt	1	-15	-12	nt	1.9	0
48	CC(C)(C)c1ccc(CNc2ccc([N+](=O)[O-])cn2)cc1	3.9	-5	2	-1	-5	3	0.62	5.9	5
49	Cc1ccc(-c2cc(-c3ccccc3)nc(Cl)n2)cc1	-4.0	3	10	0	0	2	0.59	0.0	16
50	CCOc1ccc(NC(=S)Nc2ccccc2C2CC2)cc1	-16	3	13	17	2	2	0.029	-0.5	5
51	O=C1CSC(c2cccc([N+](=O)[O-])c2)N1c1ccccc1F (stereo unspecified)	-0.7	-8	nt	0	-6	-7	-0.029	0.0	5
52	CONC(=O)C1CCN(C(=O)OCc2ccccc2)CC1	-2.7	-5	-1	0	-9	1	-1.2	-0.1	21
53	CCOC(=O)c1c(C)[nH]c(C(=O)CN2CC(C)OC(C)C2)c1C (stereo unspecified)	0.5	-2	6	-1	0	1	0.79	0.1	16
54	Cc1cc(C)n(-c2ccc(C(=O)OCC(=O)c3ccc(Br)s3)cc2)n1	-2.8	4	-5	4	7	2	-1.1	-0.4	11
55	COc1ccc(N2C(=O)CC(c3ccccc3)C2=O)cc1 (stereo unspecified)	50	2	-14	20	1	1	0.071	0.3	10
56	COc1cccc(C(=O)C2CCCN(Cc3cccn3-c3cccnc3)C2)c1 (stereo unspecified)	0.5	-6	nt	-12	nt	-4	0.0078	0.2	2
57	COc1ccc(CCNC(=O)c2cc(C(=O)c3cc(Cl)ccc3O)cn(CCc3ccc(OC)cc3)c2=O)cc1	0.5	-6	-1	-4	-13	4	-0.28	0.3	7
58	c1ccc2oc(-c3[nH]ncc3CN(Cc3ccncc3)CC3CCCO3)cc2c1 (stereo unspecified)	0.8	-12	7	26	2	-1	nt	1.6	13
59	CCN(CC)CCCC(C)NC(=O)c1cccc(S(=O)(=O)N2CCc3ccccc32)c1 (stereo unspecified)	1.2	-4	11	24	-3	1	0.74	1.0	4
60	O=C(Nc1nccs1)C1CCCN(S(=O)(=O)c2cccc3cccnc23)C1 (stereo unspecified)	-2.7	-3	-1	2	-27	3	0.56	3.9	10
61	CN(C)C(CNC(=O)c1ccc2nc[nH]c2c1)c1ccccc1 (stereo unspecified)	0.6	-19	0	15	-2	-11	0.24	0.8	9

Some of the entries above in another layout.
42) CCn1c(SCc2ccc([N+](=O)[O-])cc2)nnc1C(C)NC(=O)c1ccccc1Br (stereo unspecified)
50) CCOc1ccc(NC(=S)Nc2ccccc2C2CC2)cc1
Screen / compound no.,42,50
TNF necrop inh,-1.6,-16
thrombin 1536,3,3
Rad51 HR inh,1,13
Hck Nef HTS,0,17
KLK5 inh,-3,2
FXIa inh,1,2
KCC2 mod,nt,0.029
zVAD death inh,-0.5,-0.5
FXIIa inh,17,5
